High-throughput results: PubChem BioAssay, National Center for Advancing Translational Sciences (NCATS)
KCNH2 3.1 block = blocks the human KCNH2 3.1 channel isoform; U2OS KCNH2 3.1, thallium flux FluxOr; active compounds read low; hit rate 0.95% among 340,000; activity change, % (tested at about 1.8 µM);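 active means maximum activity change below -70%; inconclusive means maximum activity change from -70% to -50%; inactive means maximum activity change above -50%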;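 further: thallium influx rate constant from kinetic fluorescence after stimulation buffer; on the % scale 0 is the no-effect control and ±100 the full control effect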
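Normalized rate constant (relative to positive and negative DMSO controls) derived from a 2 min kinetic fluorescence read after stimulation; U2OS cells expressing the 3.1 isoform via virus at 1.77 x 10^8 /mL.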
Rab9 promoter act = Rab9 promoter activation | Huh7 Rab9 promoter-luciferase reporter, luminescence, 24 h | Potency, µM (titrated, usually from 9.22 µM), for the others: at the highest dose activation, negative = inhibition, usual class: activators | hit rate 2.8% among 320,000; further: potency means the concentration at half of the fitted maximal effect; % of control where 0% means no effect; nearly all actives have a fitted effect of over 60% in size
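Stable Rab9-luc Huh7, 1500 cells/well, 2 h settle; cmpd in DMSO, 24 h, 37 °C/5% CO2; luciferase reagent 10 min RT; luminescence.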
PKM2 activator = activators of human pyruvate kinase M2; hit rate 0.34% among 260,000; P14618; purified PKM2, Kinase-Glo ATP luminescence, activation; response scale: 0% is enzyme alone, no compound; Potency, µM (doses to about 57.5 µM), for inactives: top-dose activation, hits mostly activators; further: potency means the concentration at half of the fitted maximal effect; on the % scale 0 is the no-effect control and ±100 the full control effect; nearly all actives have a fitted effect of over 55% in size
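Purified hPK-M2 (>95%) run at intermediate activity with 0.1 mM ADP and 0.5 mM PEP in 50 mM imidazole pH 7.2, KCl, MgCl2; 1 h room temperature. ATP formed read by Kinase-Glo luminescence; normalized to uninhibited and no-enzyme controls.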
MBNL1 CUG block = MBNL1-poly(CUG) RNA binding inhibition; Q9NR56; TR-FRET MBNL1-His/biotin-(CUG)12 binding, 665/545 ratio; Potency, µM (doses to about 57.5 µM), for inactives: top-dose activity change, negative = inhibition, actives largely listed as inhibitors; hit rate 0.036% among 280,000; AID 2675; active means well fitted inhibition curve with a large enough effect in the signal ratio, with a control signal flat, not every such curve was filed as active; inconclusive means small, poorly fitted or top-dose-only effect, or effect the other way, or a change in a side signal; inactive means no such curve, though single readings can be large or run the other way; the % refers to the signal ratio; further: potency means the concentration at half of the fitted maximal effect; on the % scale 0 is the no-effect control and ±100 the full control effect
Target sequence (Q9NR56 whole entry, looked up): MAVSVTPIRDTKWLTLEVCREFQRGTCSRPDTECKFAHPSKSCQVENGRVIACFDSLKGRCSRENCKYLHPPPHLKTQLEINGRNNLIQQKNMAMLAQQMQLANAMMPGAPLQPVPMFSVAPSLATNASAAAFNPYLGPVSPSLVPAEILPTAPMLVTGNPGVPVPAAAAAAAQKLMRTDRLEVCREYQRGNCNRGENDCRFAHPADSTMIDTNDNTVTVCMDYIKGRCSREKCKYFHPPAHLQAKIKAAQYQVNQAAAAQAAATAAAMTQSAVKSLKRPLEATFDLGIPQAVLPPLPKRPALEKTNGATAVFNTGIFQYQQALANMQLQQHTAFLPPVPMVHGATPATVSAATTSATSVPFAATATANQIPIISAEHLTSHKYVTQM
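MBNL1-His + Biotin-(CUG)12, cpd titration 92 nM–58 uM; Tb anti-His Ab 0.055 ng/ul, SA-XL665 5 nM (final); 60 min RT; ratiometric 665/545 nm, Ex 340 nm; normalized to buffer and full-complex controls.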
NPC1 promoter act = NPC1 promoter activation; Huh7 NPC1 promoter luciferase reporter, 24 h; Potency, µM (top dose mostly 9.22 µM), for inactives: top-dose activation, usual class: activators; hit rate 2.4% among 320,000; AID 485313;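 further: potency means the concentration at half of the fitted maximal effect; % of control where 0% means no effect; nearly all actives have a fitted effect of over 60% in size; reporter is driven by a mutant NPC1 promoter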
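Luminescence read-out of NPC1 promoter-driven luciferase in stably transfected Huh7 cells; compounds delivered in DMSO and left 24 h at 37C, 5% CO2, qHTS titration format.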
VP16 counter = Gal4-VP16 reporter inhibition counter-screen; Drosophila S2 Gal4-VP16 UAS-luciferase, luminescence, 20 h; Potency, µM (top dose mostly 53.6 µM), for the others: at the top dose activity, negative = inhibition, actives largely listed as inhibitors; hit rate 3.5% among 310,000;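 further: Gal4-VP16 expression switched on by copper sulfate through the metallothionein promoter; potency means the concentration at half of the fitted maximal effect; on the % scale 0 is the no-effect control and ±100 the full control effect; nearly all actives have a fitted effect of over 50% in size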
ELG1 repair inh = ELG1-dependent DNA repair inhibition; hit rate 2.3% among 330,000; HEK293T ELG1-luciferase reporter, luminescence, 16 h; DNA damage induced by 5-fluorouridine; Potency, µM (series often up to 46.1 µM), for inactives: at the highest dose activity change, negative = inhibition, actives largely listed as inhibitors; further: potency means the concentration at half of the fitted maximal effect; on the % scale 0 is the no-effect control and ±100 the full control effect; nearly all actives have a fitted effect of over 55% in size
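Step one: seed 2,000 cells per well. Step two: pin-transfer compound or DMSO alongside 5-fluorouridine. Step three: incubate 16 hr, 37 °C, 5% CO2. Step four: add ONE-Glo, wait 30 min, read luminescence.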
Menin MLL FP TR = menin-MLL binding inhibition, Texas Red mutant peptide; O00255; Menin + Texas Red MLL mutant peptide, fluorescence polarization; Potency, µM (doses to about 61.6 µM), for the others: top-dose FP activity change, negative = inhibition, actives largely listed as inhibitors; hit rate 0.23% among 270,000; AID 1768; active means well fitted inhibition curve with a large enough effect in the polarisation, with a control signal flat, not every such curve was filed as active; inconclusive means small, poorly fitted or top-dose-only effect, or effect the other way, or a change in a side signal; inactive means no such curve, though single readings can be large or run the other way; the % refers to the polarisation; further: potency means the concentration at half of the fitted maximal effect; % of control where 0% means no effect; many of its hits are not listed in these tables
Target sequence (O00255 whole entry, looked up): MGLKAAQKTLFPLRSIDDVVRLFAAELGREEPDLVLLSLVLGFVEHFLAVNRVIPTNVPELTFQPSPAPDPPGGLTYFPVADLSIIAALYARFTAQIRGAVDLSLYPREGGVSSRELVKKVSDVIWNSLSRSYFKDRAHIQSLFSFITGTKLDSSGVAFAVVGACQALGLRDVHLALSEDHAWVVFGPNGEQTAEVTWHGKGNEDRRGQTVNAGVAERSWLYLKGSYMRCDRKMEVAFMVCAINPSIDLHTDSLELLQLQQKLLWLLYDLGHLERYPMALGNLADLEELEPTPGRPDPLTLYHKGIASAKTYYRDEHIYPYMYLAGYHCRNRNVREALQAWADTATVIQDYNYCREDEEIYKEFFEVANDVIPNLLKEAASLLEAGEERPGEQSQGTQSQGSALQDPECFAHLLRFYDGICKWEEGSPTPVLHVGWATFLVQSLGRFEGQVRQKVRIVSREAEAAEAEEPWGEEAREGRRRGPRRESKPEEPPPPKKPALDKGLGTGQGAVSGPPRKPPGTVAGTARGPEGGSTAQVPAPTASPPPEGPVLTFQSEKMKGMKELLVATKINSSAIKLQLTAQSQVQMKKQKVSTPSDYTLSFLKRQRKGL
RORg inh = blocks mouse ROR gamma transcriptional activity; P51450; Drosophila S2 Gal4-RORgamma UAS-luciferase reporter, 20 h; Potency, µM (highest dose often 53.6 µM), without a hit: at the top dose activity change, negative = inhibition, most hits filed as inhibitors; hit rate 5.4% among 310,000; AID 2551; further: potency means the concentration at half of the fitted maximal effect; on the % scale 0 is the no-effect control and ±100 the full control effect; nearly all actives have a fitted effect of over 60% in size
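Using a luciferase readout, inhibitors were identified by reduced reporter activity in Drosophila cells coexpressing a copper-inducible Gal4–ROR gamma fusion and UAS-driven Photinus luciferase, incubated 20 hr after 700 uM copper sulfate.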
FLuc counter = firefly luciferase modulation, counter-screen for miR-21 project. P08659. purified FLuc, Km substrates, luminescence inhibition. Potency, µM (highest dose often 57.5 µM), without a hit: top-dose activity change, negative = inhibition, most hits filed as inhibitors. hit rate 6.9% among 360,000;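 further: potency means the concentration at half of the fitted maximal effect; plate controls were vehicle for no effect and reference inhibitor for full effect; nearly all actives have a fitted effect of over 55% in size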
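Purified P. pyralis luciferase (10nM final) with 10uM D-luciferin and 10uM ATP (Km levels) in 50mM Tris acetate pH 7.5, 10mM Mg acetate, 0.01% Tween-20, 0.05% BSA; qHTS 6-point titration, ~60 µM downward; luminescence read.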
Mito fusion act = inhibitors of mitochondrial division or activators of mitochondrial fusion. S. cerevisiae fusion-defective mutant growth rescue, CellTiterGlo 48 h. Potency, µM (highest dose often 46.1 µM), without a hit: at the highest dose growth rescue (activation), hits mostly activators. hit rate 0.23% among 320,000;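 further: potency means the concentration at half of the fitted maximal effect; % of control where 0% means no effect; nearly all actives have a fitted effect of over 45% in size; temperature-sensitive fusion mutants such as fzo1-1 at 37 °C on non-fermentable ethanol glycerol medium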
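Compounds are tested for their ability to restore growth of mitochondrial fusion-defective yeast strains at non-permissive 37C in YPEG medium over 48 hours. Viability is quantified by luciferase luminescence.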
The depositor's hits bear a star; u = inconclusive; x = no result given; & = joins results of further samples; ! = repeats disagree; [ ] = another dose, or the depositor's remark. Unless noted, the call rests on the fitted dose curve; in most records, active means well fitted curve in the direction sought with a large enough effect; inconclusive means small, poorly fitted or top-dose-only effect, or another doubt; inactive means no such curve, though single readings can be large; an effect the other way counts as inactive or inconclusive. Not all compounds are listed, so the mix of outcomes need not match the whole.

Below each compound: KCNH2 3.1 block	Rab9 promoter act	PKM2 activator	MBNL1 CUG block	NPC1 promoter act	VP16 counter	ELG1 repair inh	Menin MLL FP TR	RORg inh	FLuc counter	Mito fusion act
O=C1C2C3CCC(C3)C2C(=O)N1c1ccc2ccccc2c1 (stereo unspecified)
 : -12.6	1.5%	1.9%	-1.6%	1.6%	-4.7%	0.3%	22.4%	13.3%[1.91 µM]	u	0.6%
CCOC(=O)C(Sc1cc(C)nc(N)n1)C(C)=O (stereo unspecified)
 : -25.1	0.1%	1.4%	6.2%	-1.4%	3.5%	12.9%	-5.1%	-5.9%	-1.5%	1.0%
O=C1c2ccccc2C(=O)N1CCSC(=S)N1CCOCC1
 : 14.8	u	-3.9%	-4.2%	u	-1.5%	u	u	1.3%	12µM*	-2.7%
CNC(=O)[C@@H]1C[C@H]1[C@@H](NC(=O)OCc1ccccc1)c1ccccc1
 : -4.9	2.4%	-1.4%&-5.2%	-11.3%	-1.9%	4.5%&17.4%	u	-11.0%&2.7%	12.6µM*!	-23.6%	-1.5%
COc1ccc(Cl)c(N2CCN(CCCNC(=O)Nc3ccc(C)cc3)CC2)c1
 : -10.7	-1.7%	4.8%	6.5%	-3.1%	-3.8%	-24.0%	-6.2%	-0.1%	-1.4%	-9.2%
COc1ccc(NC(=O)c2ccc3nccnc3c2)cc1
 : 3.1	2µM*	-15.9%	u	3.98µM*	-23.4%	u	26.2%	3.1%	26.9µM*	-1.4%
COc1cc2cc(C(c3nnnn3C3CCCC3)N(C)C3CCCCC3)c(=O)[nH]c2cc1OC (stereo unspecified)
 : 8.5	0.7%	0.1%	6.2%	-4.2%	0.7%	-13.4%	-20.8%	-14.1%	6.8%	-1.1%
c1ccc(C(c2ccccc2)N2CCN(Cc3nnnn3C3CCCCC3)CC2)cc1
 : -7.8	-8.6%	3.3%	10.1%	-1.0%	-22.3%	-21.6%	2.4%	14.3%	3.0%	u
N#Cc1cccc(NC(=O)CSc2ccccc2)c1
 : 4.9	1.4%	5.8%	-1.2%	10.8%	19.4%	27.6%	1.8%	-2.8%	-13.2%	11.3%
C=CCC(C(=O)OC)(C(=O)OC)c1ccc([N+](=O)[O-])cc1[N+](=O)[O-]
 : 2.1	5.3%	-0.6%	u	-2.6%	-4.0%	6.9%	-2.9%	-13.4%	-1.6%	-1.6%
CC1=C(C(=O)OCC2CCCCC2)C(c2ccc(F)cc2)NC(=O)N1 (stereo unspecified)
 : -100.5*	0.6%	-9.2%[11.5 µM]	-6.6%	-0.3%	2.7%	-28.7%	u	44.0%	5.6%	15.8%
CCC1(C)Cc2c(sc3nnn(CC(=O)Nc4ccc(Cl)cc4)c(=O)c23)CO1 (stereo unspecified)
 : 0.6	-6.3%	-2.1%	17.6%	-11.1%	-0.5%	u	u	u	-0.9%	3.3%
O=C(CSc1nnnn1-c1ccccc1)Nc1ncc(Cc2ccccc2Cl)s1
 : -23.5	-7.1%	-1.3%	u	-1.9%	-21.6%	0.8%	-0.1%	-5.7%	0.3%	-0.2%
CCN(CC)CCCNC(=O)C1CCN(C(=O)c2cc3sccc3n2Cc2ccc(F)cc2)CC1
 : -2.1	-6.2%	1.4%	9.6%	-7.0%	-9.1%	1.3%	7.0%	-23.2%	-0.3%	-1.9%
CN(Cc1ccccc1F)C(=O)CN1CCN(S(=O)(=O)c2ccc3c(c2)OCCCO3)CC1
 : -5.1	-6.7%	x	x	-1.6%	x	-16.8%	x	x	7.5%	3.0%
CCc1ccc(-c2nc(SCC(=O)NC3CC3)n[nH]2)cc1
 : -37.3	15.1%	x	x	-2.4%	x	u	x	x	13.5µM*	0.7%
S=C(NCCc1ccccc1)N/N=C/c1ccccc1Cl
 : 0.9	22.1%	-1.5%	-4.9%	u	u	u	-2.9%	11.2µM*	-10.6%	u
CC(C)(C)S(=O)(=O)c1cnc2c(-c3ccsc3)cnn2c1N
 : -19.1	u	-10.6%	2.6%	u	-3.1%	u	u	4.47µM*	-8.9%	-4.6%
CCCCc1oc2c(c(=O)c1C)C(=O)CC(c1ccccc1)C2 (stereo unspecified)
 : 17.0	-10.8%	-4.5%	2.0%	2.5%	-5.4%	2.6%	-13.3%	-0.7%	-0.1%	6.4%
Cc1nc2ccc(NC(=O)CCS(=O)(=O)c3ccc(Cl)cc3)cc2s1
 : -11.8	1.4%	-4.2%	-0.4%	-1.2%	u	-12.6%	u	28.9%	-7.0%	0.6%
COC(=O)c1ccc(NC(=O)Nc2cccc(F)c2)cc1
 : x	1.78µM*	2.1%	2.0%	u	u	u	u	u	4.78µM*	2.0%
CCc1ccc(CN(C)Cc2nc(COc3ccccc3)no2)nc1
 : 4.6	-7.0%	2.3%	-2.6%	0.7%	6.1%	7.9%	u	12.6µM*	-2.2%	3.4%
Cc1ccc(S(=O)(=O)Cc2ccc(C(=O)NCc3cccs3)o2)cc1
 : -15.5	17.2%	24.3%	-14.9%	3.7%	-5.6%	-6.3%	-5.0%	0.2%	1.3%	1.3%
Cc1ccc(C)c(N2CCN(S(=O)(=O)c3ccc(-c4cc(C)no4)s3)CC2)c1
 : -22.4	-3.0%	x	10.4%	-4.5%	-6.5%	0.4%	x	-13.5%	1.8%	2.8%
O=C(Oc1cccc2cccnc12)c1cccc([N+](=O)[O-])c1
 : -11.6	-18.1%	-7.1%	21.2%	-10.3%	3.16µM*	10.9%	4.4%	3.55µM*	-3.6%	-2.4%
COc1ccc(C2NC(=O)NC(C)=C2C(=O)OC2CCCC(C)C2)cc1 (stereo unspecified)
 : -5.1	-3.1%	0.0%	-9.5%	-2.8%	4.9%	-28.2%	-19.4%	u	-1.1%	1.9%
Cn1c(O)c(N=NC(=O)c2cc(-c3cccs3)nc3ccccc23)c2ccccc21
 : -10.3	-1.8%	-3.8%	-4.6%	2.7%	-3.0%	14.6µM*	1.6%	u	2.69µM*	17.1%
Nc1ccccc1C(=O)NNC1=C(C(=O)C(F)(F)F)CCC1
 : 0.2	4.6%	9.9%	-1.8%	-2.2%	u	u	x	7.08µM*	-6.0%	0.9%
COc1ccccc1NC(=O)Cn1cnc2sc(C(=O)NCc3ccco3)c(C)c2c1=O
 : 1.6	-1.4%	2.1%	1.8%	4.8%	0.4%	-11.3%	8.9%	32.1%	7.9%	0.2%
COc1cc([C@@H]2C[C@H]3CN(c4ccccc4)C(=O)[C@]34CCCN24)cc(OC)c1OC
 : -5.6	-22.2%	-2.0%	-3.2%	-0.1%	3.5%	u	u	0.1%	0.5%	-0.6%
O=C1CC(N2CCC(c3nc4ccccc4o3)CC2)C(=O)N1Cc1cccs1 (stereo unspecified)
 : -15.2	-0.4%	-2.0%	3.4%	-0.2%	22.5%	-14.9%	2.1%	6.5%	4.2%[2.3 µM]	-4.3%
CCc1nnc(NC(=O)c2ccc(S(=O)(=O)N3CCCC(C)C3)cc2)s1 (stereo unspecified)
 : 2.8	4.5%	2.7%	1.0%	-3.2%	5.9%	6.2%	1.9%	2.2%	0.1%	-6.8%
Cc1ccc(C2CC(=O)Nc3c2ccc2ccccc32)cc1[N+](=O)[O-] (stereo unspecified)
 : -6.0	3.0%	-1.4%	18.7%	-2.1%	2.1%	u	-1.8%	u	-10.1%	22.4µM*
C=CCN1C(=O)[C@@H]2Cc3c([nH]c4ccccc34)C(c3ccc(O)cc3)N2C1=S (stereo partly specified)
 : -2.8	-0.6%	x	-0.3%	-1.1%	1.9%	0.0%	u	13.9%	3.1%	7.2%
COc1ccc(S(=O)(=O)N2N=C(c3ccc(NS(C)(=O)=O)cc3)CC2c2ccco2)cc1 (stereo unspecified)
 : u	0.5%	16.4%	17.3%	0.1%	-16.1%	u	9.0%	u	-16.1%	1.7%
Cc1ccc(S(=O)(=O)c2ccc(Cl)cc2)cc1S(=O)(=O)NC(C)C(=O)O (stereo unspecified)
 : 11.6	-1.8%	1.8%	x	1.4%	-0.5%	6.6%	2.1%	-5.9%	3.2%	-6.7%
O=C(CCC1CCCC1)Nc1ccc([N+](=O)[O-])cn1
 : x	17.0%	1.1%	u	16.4%	22.8%	u	9.0%	u	u	12.8%
